High-throughput results deposited in PubChem BioAssay by The Scripps Research Institute Molecular Screening Center.
GAA850 FXN act: frataxin GAA850 promoter activation; HEK293 lucGAA850 FXN promoter luciferase reporter, 24 h; percent of 10 µM SAHA response; activation, % at 6 µM; 360,000 compounds, 0.56% hits;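 active = activation above the average of all compounds screened plus 3 SD, cutoff fixed separately per campaign, cut at about 7.5% in these data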;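 also: 0% = DMSO wells and 100% = 10 µM SAHA wells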
ssDAF12 agonist: activates DAF-12 receptor from parasite S. stercoralis; activation, % at 6.8 µM; HEK293 ssDAF-12/GRIP1 lit1-tk-luc reporter, luminescence; % of 3 µM dafachronic acid response; 370,000 compounds, 1% hits;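 active = activation above the mean over all tested compounds plus 3 SD, cut at about 0.9% in these data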;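 also: 0% = DMSO-only wells and 100% = 3 µM delta7-dafachronic acid wells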
PLCg1 inh: blocks human PLC-gamma1 enzyme activity. AID 720700. purified PLC-gamma1, fluorogenic substrate, fluorescence. 370,000 compounds, 0.84% hits. inhibition, % at 12.2 µM; in the data active = inhibition above about 9.5%
Target sequence (P19174 whole entry, looked up): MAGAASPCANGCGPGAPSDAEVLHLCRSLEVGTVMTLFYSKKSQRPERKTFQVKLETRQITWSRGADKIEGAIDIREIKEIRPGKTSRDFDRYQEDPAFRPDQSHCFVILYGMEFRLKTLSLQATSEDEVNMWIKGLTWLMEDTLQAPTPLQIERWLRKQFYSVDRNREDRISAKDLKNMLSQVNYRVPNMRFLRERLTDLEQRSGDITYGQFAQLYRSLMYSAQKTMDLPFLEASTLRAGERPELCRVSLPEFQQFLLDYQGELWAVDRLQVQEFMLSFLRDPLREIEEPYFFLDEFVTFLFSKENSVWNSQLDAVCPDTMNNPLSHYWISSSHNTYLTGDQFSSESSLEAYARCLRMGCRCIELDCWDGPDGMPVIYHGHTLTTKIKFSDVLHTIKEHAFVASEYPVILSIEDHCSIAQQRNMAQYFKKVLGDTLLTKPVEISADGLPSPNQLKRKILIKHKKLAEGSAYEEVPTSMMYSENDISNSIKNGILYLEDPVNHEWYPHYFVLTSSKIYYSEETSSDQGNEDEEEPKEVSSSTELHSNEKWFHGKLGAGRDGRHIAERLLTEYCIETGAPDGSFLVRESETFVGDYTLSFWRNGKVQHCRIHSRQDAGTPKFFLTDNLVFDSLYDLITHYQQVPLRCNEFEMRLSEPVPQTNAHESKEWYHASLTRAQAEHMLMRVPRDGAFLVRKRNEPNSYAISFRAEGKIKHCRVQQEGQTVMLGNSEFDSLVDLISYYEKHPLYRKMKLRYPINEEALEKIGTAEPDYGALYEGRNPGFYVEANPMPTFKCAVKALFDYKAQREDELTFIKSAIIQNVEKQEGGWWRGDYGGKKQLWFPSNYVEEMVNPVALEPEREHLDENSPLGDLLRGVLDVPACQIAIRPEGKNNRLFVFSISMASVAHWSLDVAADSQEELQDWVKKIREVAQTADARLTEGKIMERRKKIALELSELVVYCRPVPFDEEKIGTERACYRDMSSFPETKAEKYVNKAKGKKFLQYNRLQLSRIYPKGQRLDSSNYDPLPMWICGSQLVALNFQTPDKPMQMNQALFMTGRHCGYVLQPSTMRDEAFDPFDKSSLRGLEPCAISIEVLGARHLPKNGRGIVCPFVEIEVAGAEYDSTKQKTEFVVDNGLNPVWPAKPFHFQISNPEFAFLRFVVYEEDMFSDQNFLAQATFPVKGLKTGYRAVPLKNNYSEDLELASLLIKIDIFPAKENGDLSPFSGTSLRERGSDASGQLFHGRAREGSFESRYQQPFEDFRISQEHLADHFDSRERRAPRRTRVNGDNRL
ADAM10 inh: inhibitors of human ADAM10 | inhibition, % at 7 µM | 370,000 compounds, 0.62% hits | recombinant ADAM10, EDANS/DABCYL FRET peptide cleavage, 3 h;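 active = inhibition above a per-campaign cutoff equal to the mean of compounds falling between control-based bounds plus 3 SD, cut at about 20% in these data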;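 also: 0% = DMSO wells while the 100% control is not disclosed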
ADAM17 inh: inhibitors of human ADAM17; P78536; recombinant ADAM17, EDANS/DABCYL FRET peptide cleavage; inhibition, % at 6.95 µM; 370,000 compounds, 0.83% hits; AID 720648;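 active = inhibition above the mean of compounds lying between control limits plus 3 SD, set per campaign, cut at about 8.5% in these data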;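 also: 0% = DMSO-only wells as the low control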
PLC-beta3 inh: PLC-beta3 (human) inhibition, primary screen | Q01970 | Purified PLC-beta3, fluorogenic substrate, fluorescence | inhibition, % at 12.2 µM | 370,000 compounds, 0.18% hits | AID 720704; in the data active = inhibition above about 11%;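 also: 0% = median of compound wells on plate and 100% = full blocker control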
hcDAF12 agonist: activates DAF-12 receptor from parasite H. contortus; HEK293 hcDAF-12 lit1-tk-luc reporter, luminescence; 0% DMSO, 100% Δ7-dafachronic acid; activation, % at 6.8 µM; 370,000 compounds, 1.4% hits;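 active = activation above the mean of all tested compounds plus 3 SD, cut at about 5.5% in these data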;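 also: 100% = response to 3 µM Δ7-dafachronic acid high control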
DAX1 inh-1: DAX1 (NR0B1) inhibition, primary screen; HEK293T StAR-luciferase reporter, SF-1/DAX-1 repression relief; AID 652010; inhibition, % at 6.8 µM; 370,000 compounds, 1.1% hits;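 active = inhibition above the mean over all tested compounds plus 3 SD, cut at about 3.6% in these data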;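 also: 0% = DAX-1 cells with DMSO and 100% = cells lacking DAX-1 with DMSO; higher inhibition means more luminescence from relief of DAX-1 repression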
DAX1 inh-2: NR0B1 (DAX1) inhibition; P51843; HEK293 Gal4-DAX1 luciferase reporter, luminescence; inhibition, % at 6.75 µM; 340,000 compounds, 0.99% hits; AID 504766;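 active = inhibition above the mean over all tested compounds plus 3 SD, cut at about 4.2% in these data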;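 also: 0% = DAX1-transfected cells with DMSO and 100% = empty-vector control cells with DMSO; inhibition shows as a rise in luminescence from relieved DAX1 repression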
hgDAF12 agonist: agonists of H. glycines DAF-12 nuclear receptor. activation, % at 6.8 µM. HEK293 GAL4-hgDAF12 UAS-luciferase reporter, agonist luminescence; normalized to butyrate control. 370,000 compounds, 1.8% hits;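 active = activation above a cutoff set at the mean of all screened compounds plus 3 SD, cut at about 10% in these data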;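 also: 0% = DMSO wells and 100% = sodium butyrate wells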
HGIII-sPLA2 inh: Blocks human group III sPLA2 activity; QFRET BODIPY PC-A2 liposome hydrolysis, fluorescence; Q9NZ20; inhibition, % at 12.2 µM; 370,000 compounds, 0.56% hits;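 active = inhibition above mean plus 3 SD of compounds lying within the high and low control bounds, cut at about 19% in these data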;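 also: 0% = median of test compound wells and 100% = no enzyme DMSO wells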
* = called active by the depositor; i = inactive; / = no result given.

SMILES	GAA850 FXN act	ssDAF12 agonist	PLCg1 inh	ADAM10 inh	ADAM17 inh	PLC-beta3 inh	hcDAF12 agonist	DAX1 inh-1	DAX1 inh-2	hgDAF12 agonist	HGIII-sPLA2 inh
COc1ccc(-c2c(C)cc3oc(=O)cc(-c4ccccc4)c3c2C)cc1C=O	1.0	-1.0	-1	-2	-3	-2	0.3	-2.1	-1.9	1.7	4
Cc1ccc(CC2(OCCN(C)C)CCC(C(C)(C)C)CC2)cc1 (configuration not stated)	-0.9	-0.5	4	-12	-2	5	-0.4	-1.5	0.1	-0.9	-11
COC(=O)COc1cccc(NC(=O)COc2ccccc2)c1	-1.3	-1.0	1	1	-4	1	-0.9	-0.1	-1.2	-1.3	2
Cc1nn(C)cc1/C=C/C(=O)c1ccccc1	1.4	0.4	3	-28	-5	-4	4.6	3.0	2.7	18*	3
COc1ccccc1C(=O)OCCc1ccccc1	4.7	0.9*	-2	-11	1	1	6.2*	2.9	4.0	17*	-4
Cc1nc2c([nH]c3ccc(Br)cc32)s1	-0.7	-1.4	-1	1	-4	-2	-0.6	-1.2	0.4	0.0	-2
C/C(=N\NC(=O)c1ccc(O)cc1)c1ccc2c(c1)Nc1ccccc1S2	3.0	-1.4	-36	-9	3	-33	-2.8	0.2	-1.6	7.7	3
O=C(CCCN1C(=O)c2ccccc2C1=O)NCc1ccco1	2.1	-0.7	1	4	-8	4	-1.3	-0.3	0.3	1.3	9
O=C(/C=C/c1cccs1)c1cc(F)ccc1OC(=O)N1CCOCC1	-1.8	-0.9	2	-1	1	4	-1.1	-0.1	-1.1	-2.3	0
COc1ccc(N2CCc3c(C)nc4c(OC)cc(OC)cc4c32)c(OC)c1	1.0	-1.5	-368	-27	-9	-481	-2.0	-1.0	0.1	-2.3	2
CCOC(=O)C1CCCCN1Cc1cccc(C(F)(F)F)c1 (configuration not stated)	-1.5	-1.6	-1	-1	-5	2	0.5	-0.6	-0.3	-2.2	3
COc1cc2c(cc1NC(=O)COCC(=O)O)oc1ccccc12	0.9	-0.7	0	-11	-11	-7	1.8	-0.2	-0.3	-0.6	4
CCOc1ccc(-c2noc(CCCC(=O)NC3CCCC3)n2)cc1OC	1.2	-1.3	-2	5	-3	-6	-3.1	-0.3	-1.6	0.0	9
O=C(CN1C(=O)NC2(CCCC2)C1=O)Nc1ccc(Cl)cc1F	-0.2	-0.9	-1	-3	-4	-7	-2.5	-0.6	0.9	0.6	10
CC(=O)NC(C)C(=O)OCC(=O)c1ccc(-c2ccccc2)cc1 (configuration not stated)	2.5	-1.2	-3	-4	-4	-7	-1.0	0.1	-0.1	0.5	-4
COc1ccc(CNC(=O)C(OC(=O)c2nsc(Cl)c2Cl)C(C)C)cc1 (configuration not stated)	-1.4	-1.4	0	-7	-1	-4	-1.2	-0.6	0.1	-0.7	9
COCCNC(=O)c1cccc(OC2CCN(Cc3ccc(OC(F)F)cc3)CC2)c1	1.4	-2.0	-2	4	2	-4	-3.1	-0.8	-0.5	-5.3	-5
CCO[C@H]1OC(C(=O)N2CCN(C)CC2)=C[C@@H](c2coc3ccccc3c2=O)[C@@H]1CCCO	-0.3	-0.9	0	3	-2	1	0.1	0.5	-0.3	-1.0	3
CN1C(=O)/C(=C\c2ccc(N(C)C)cc2)OC1=S	2.2	-1.4	-31	4	-4	-44	-1.0	-0.1	1.5	0.1	-11
Cc1cccc(-c2csc(N)c2C(=O)OC(C)C)c1	1.2	-1.7	6	18	2	1	-1.7	-0.1	2.3	1.7	7
Cc1ccc(-c2cc(Cc3ccncc3)c(=O)[nH]n2)cc1	1.2	-1.7	-3	-9	2	4	0.5	0.4	/	-3.7	7
COc1ccc(CN2C(=O)CN(C3CCCCCC3)C(=O)C2c2ccc(OC)c(OC)c2)cc1 (configuration not stated)	2.8	-1.5	-1	-6	-1	-2	-0.9	-0.3	-0.6	1.3	2
Cc1ccccc1-n1nc(C)c2cc(C(=O)NC3CC3)sc21	1.2	-2.1	0	1	-3	3	-1.2	-1.3	-1.5	0.7	5
CCOC(=O)Nc1ccc2nc3n(c(=O)c2c1)CCCCC3	3.6	-1.0	6	-1	-2	-5	1.9	1.5	-0.4	5.0	1
Cc1nn(-c2ccccc2)c(N2CCCC2)c1/C=N/NC(=O)c1cc(-c2ccccn2)nc2ccccc12	2.2	-1.8	-13	17	7	-13	-2.9	-1.9	-0.6	-2.1	-1
Next records
SMILES	GAA850 FXN act	ssDAF12 agonist	PLCg1 inh	ADAM10 inh	ADAM17 inh	PLC-beta3 inh	hcDAF12 agonist	DAX1 inh-1	DAX1 inh-2	hgDAF12 agonist	HGIII-sPLA2 inh
O=C1NC[C@H](Cc2ccc(O)cc2)N(C[C@@H]2CCCN2C[C@H](Cc2ccccc2)N2C[C@H](Cc3ccc(O)cc3)N(CC3CCCCCC3)C(=O)C2=O)C1=O	/	-0.6	-1	7	2	9	-1.5	1.0	/	-1.3	-17
C=CCN1C(=O)CS/C1=N\N=C\c1cccc([N+](=O)[O-])c1	1.3	-1.1	1	-1	3	1	-1.4	-0.7	-1.2	-0.1	-5
Cc1ccc(OCC(O)CN2CCN(CC(O)COc3ccc(C)cc3Cl)CC2)c(Cl)c1 (configuration not stated)	-3.0	-1.1	2	5	1	6	-1.2	-0.5	0.4	-0.3	-3
Nc1nonc1C(=O)N1CCCC1	0.4	-1.7	0	-1	-4	3	1.5	0.0	0.2	2.2	9
COc1ccccc1CCNC(=O)NC1CCCCC1	2.9	-0.5	-1	13	-4	-1	2.0	0.0	0.2	3.7	6
COc1ccc(NC(=O)CCCN2C(=O)C(c3ccccc3)Oc3cccnc32)c(OC)c1 (configuration not stated)	3.0	-1.0	0	1	2	-6	-2.2	-0.2	0.2	-1.0	-6
COC(=O)c1c(C)[nH]c(C(=O)CSc2ccc(Cl)cc2)c1C	8.3*	-0.8	0	2	-6	0	3.9	0.8	0.4	9.5	0
Cn1nnnc1Sc1ncnc2scc(-c3ccccc3Br)c12	0.1	-1.6	-2	0	-4	-4	-2.9	-1.6	-2.9	-7.0	7
CC(=O)NC(c1cccc(F)c1)c1nc(-c2cccc(F)c2)cs1 (configuration not stated)	2.3	-0.9	-9	-19	-3	-20	-0.8	-0.3	/	1.2	4
Cc1ccccc1N=Nc1ccc(O)c2ncccc12	2.2	-1.5	4	6	0	1	-0.4	0.6	0.0	-4.6	1
CN(C(=O)COC(=O)c1ccc(NS(=O)(=O)c2cccs2)cc1)C1CCCCC1	1.3	-0.8	2	8	1	0	-1.5	-0.6	-0.1	-3.5	-23
Cc1csc(NC(=O)CSc2nnc(-c3cccs3)n2C)n1	-0.1	-2.0	1	-2	-1	6	-1.1	-0.1	0.0	-0.4	-1
CCn1cc(C(=O)N2CCN(c3cccc(C)c3C)CC2)c(=O)c2ccc(C)nc21	1.1	-1.5	0	7	-2	-6	-1.6	-0.4	-0.1	-2.3	2
COC(=O)C1=CN(Cc2ccc(OC)c(OC)c2)C=C(C(=O)OC)C1c1cccs1	-3.4	-1.2	-289	i	-266	-431	-1.3	-1.1	-0.3	3.5	9
CN(CCOc1ccc(Cl)cc1)C(=O)C1CCN(C(=O)c2ccc(F)cc2)CC1	-0.1	-0.6	2	-2	-2	0	0.2	-0.6	0.8	-0.3	-13
OC1(c2cccc(C(F)(F)F)c2)CCN(CCN2CCCCC2)CC1	-0.4	1.6*	5	6	0	-1	0.0	0.1	2.0	-0.2	0
O=C(CSc1nnc(CNC(=O)c2ccccc2F)o1)NCc1ccco1	1.9	-1.1	2	3	1	-4	-1.6	-0.1	0.2	-0.5	1
O=C(OCC1CC(c2ccccc2)=NO1)c1ccco1 (configuration not stated)	0.7	-0.3	1	-1	-1	-8	2.0	0.5	1.2	2.6	2
C/C(CC(=O)Nc1ccc(C)c(Cl)c1)=N\NC(=O)c1cccc(O)c1	1.1	-0.5	-2	-9	-1	-5	-0.1	0.7	0.3	4.3	-22
Cc1nc2ccccc2c(=O)n1Cc1ccco1	1.3	-1.2	-1	-9	-5	-4	0.5	-0.1	/	-0.6	9
O=C1COc2ccccc2N1Cc1ccc(Cl)cc1	1.1	-1.4	-1	-5	-4	-7	-1.1	-0.8	0.1	-1.8	12
COc1ccc(OC)c(/C=C/C(=O)Nc2ccc(OC)nc2)c1	2.5	-1.9	-212	-68	-26	-324	-0.5	-0.7	5.6*	1.2	-1
COc1ccc(/C=C/C(=O)OCC(=O)NC2CC2)c(OC)c1	1.2	-0.5	2	-44	-12	-7	-0.7	-1.8	-0.3	1.7	5
CCCOc1ccc(C2Nc3cccc4cccc(c34)N2)cc1	2.4	0.4	-10	-3	-6	-20	6.7*	-0.2	0.2	1.9	-2
Cc1ccc(C)c(NS(=O)(=O)c2cc(C(=O)NCc3ccncc3)ccc2C)c1	1.9	-0.8	1	4	2	-8	-3.0	-1.7	-0.3	-1.9	-9
Next entries follow:
SMILES	GAA850 FXN act	ssDAF12 agonist	PLCg1 inh	ADAM10 inh	ADAM17 inh	PLC-beta3 inh	hcDAF12 agonist	DAX1 inh-1	DAX1 inh-2	hgDAF12 agonist	HGIII-sPLA2 inh
COc1ccc(C(=O)Oc2cc(OC)cc(OC)c2C(C)=O)cc1	-0.3	-1.6	5	8	1	1	-1.4	-0.3	1.2	1.1	-10
Cc1ccc(NC(=O)CS(=O)(=O)c2cn(CC(=O)N3CCOCC3)c3ccccc23)cc1	0.0	-1.0	4	5	-2	-6	-0.4	0.1	1.3	1.9	-9
C#CCOc1ccccc1/C=C1/C(=O)ON=C1C	1.4	0.1	0	6	2	-5	6.4*	0.1	0.9	1.1	3
O=C(NCCc1c[nH]c2ccccc12)C(=O)c1c[nH]c2ccccc12	1.0	-1.4	1	6	0	0	-2.3	-1.3	-0.8	-3.4	-79
Cc1ccc(-n2c(=O)cc(N3CCc4ccccc4C3)[nH]c2=O)cc1	-1.4	-0.5	-2	-4	-7	-2	0.4	-0.4	0.5	0.8	-1
CCOc1ccc(N(CC(=O)Nc2nccs2)S(=O)(=O)c2c(C)[nH]c(=O)[nH]c2=O)cc1	1.9	-0.9	0	5	1	4	1.3	0.7	0.5	-0.2	-1
CSCc1ccc(C(=O)NCc2ccc(F)cc2)cc1	1.4	-1.3	2	4	2	2	-0.8	-1.0	-0.8	3.4	-3
Cc1ccc(S(=O)(=O)Nc2nc3c(s2)C(=O)CC(C)(C)C3)cc1	1.2	-0.6	3	-15	-21	-6	-1.0	0.1	-0.4	1.6	1
O=C(Nc1nc2ccccc2s1)C1CCCO1 (configuration not stated)	1.0	0.5	0	1	-2	-1	7.5*	2.1	0.2	9.5	-4
CC(C)C(NC(=O)c1cccs1)C(=O)NC1=NCCS1 (configuration not stated)	0.7	-1.9	0	2	-3	1	0.4	-0.4	1.0	0.0	-5
Cc1cc(=O)oc2cc(OCC(=O)NC3CCN(Cc4ccccc4)CC3)ccc12	1.7	-1.1	-10	-79	-18	-16	1.2	-0.4	1.0	-0.8	3
Cc1cc(NS(=O)(=O)C2CCN(C(=O)Cc3ccc(Cl)c(Cl)c3)CC2)no1	/	-0.8	0	0	0	1	1.1	-0.1	/	1.7	-7
